RGS12 GoLoco inh – qHTS Assay for Inhibitors of RGS12 GoLoco Motif Activity (Red Fluorophore); Guanine nucleotide-binding protein G(i) subunit alpha-1 (Homo sapiens), P63096; Gai1:RGS12 GoLoco peptide FP, rhodamine, 10 min; Potency, µM (series often up to 61.6 µM), without a hit: top-dose activity, negative = inhibition, most hits filed as inhibitors; 230,000 tested, 0.44% active; AID 880, 2007; active means well fitted inhibition curve with a large enough effect, not every such curve was filed as active; inactive means no such curve, though single readings can be large or run the other way; further: on the % scale 0 is the no-effect control and ±100 the full control effect; nearly all actives have a fitted effect of over 30% in size; many of its hits are not listed in these tables
KDM4E inh – qHTS Assay for Inhibitors of Human Jumonji Domain Containing 2E (JMJD2E); JMJD2E catalytic domain, FDH-coupled NADH fluorescence (FDH is formaldehyde dehydrogenase); 230,000 tested, 1.6% active; Potency, µM (series often up to 57.1 µM), inactives show top-dose activity change, negative = inhibition, hits mostly inhibitors; Lysine-specific demethylase 4E (Homo sapiens), B2RXH2; active means well fitted inhibition curve with a large enough effect, not every such curve was filed as active; inconclusive means small, poorly fitted or top-dose-only effect, or another doubt; inactive means no such curve, though single readings can be large or run the other way;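 further: 0% = wells with enzyme and -100% = buffer wells without enzyme; nearly all actives have a fitted effect of over 50% in size; many of its hits are not listed in these tables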
ALDH1A1 inh – qHTS Assay for Inhibitors of Aldehyde Dehydrogenase 1 (ALDH1A1) | Purified ALDH1A1, NADH fluorescence, propionaldehyde substrate | Potency, µM (highest dose often 75.3 µM), without a hit: at the top dose activity, negative = inhibition, hits mostly inhibitors | 220,000 tested, 7.3% active; active means well fitted inhibition curve with a large enough effect, not every such curve was filed as active; inconclusive means small, poorly fitted or top-dose-only effect, or another doubt; inactive means no such curve, though single readings can be large or run the other way;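 further: plate controls were no enzyme wells and a reference inhibitor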
Target sequence (P00352 whole entry, looked up): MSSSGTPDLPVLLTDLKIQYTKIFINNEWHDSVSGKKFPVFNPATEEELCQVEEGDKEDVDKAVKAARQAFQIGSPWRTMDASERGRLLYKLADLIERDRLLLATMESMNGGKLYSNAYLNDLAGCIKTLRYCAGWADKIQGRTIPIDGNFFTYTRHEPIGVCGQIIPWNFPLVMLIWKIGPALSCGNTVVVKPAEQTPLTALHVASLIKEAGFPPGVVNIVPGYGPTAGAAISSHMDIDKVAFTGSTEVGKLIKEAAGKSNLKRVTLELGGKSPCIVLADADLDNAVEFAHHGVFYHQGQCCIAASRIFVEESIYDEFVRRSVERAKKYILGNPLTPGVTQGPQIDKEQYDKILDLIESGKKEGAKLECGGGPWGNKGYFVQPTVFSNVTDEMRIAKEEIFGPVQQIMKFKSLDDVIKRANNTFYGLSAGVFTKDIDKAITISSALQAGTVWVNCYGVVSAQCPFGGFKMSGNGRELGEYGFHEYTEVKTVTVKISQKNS
TR SRC2 fluor cs – Total Fluorescence Counterscreen for Inhibitors of the Interaction of Thyroid Hormone Receptor and Steroid Receptor Coregulator 2. Potency, µM (highest dose often 106 µM), without a hit: at the top dose fluorescence change, negative = quenching. 280,000 tested, 0.29% active. AID 1479, 2009. TRb/SRC2 Texas Red total fluorescence interference; active means well fitted curve in either direction with a large enough effect; inconclusive means small, poorly fitted or top-dose-only effect; further: on the % scale 0 is the no-effect control and ±100 the full control effect
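Flags fluorescent or light-absorbing compounds by total fluorescence, S + 2P, at 555 nm excitation and 632 nm emission. Mixture: 20 nM Texas Red SRC2 peptide, 0.6 uM human TRb LBD, 1 uM T3, 5% DMSO; compound exposure 5 h at ambient temperature.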
SMN2 splice up – qHTS Assay for Enhancers of SMN2 Splice Variant Expression; 210,000 tested, 2.8% active; HEK293 SMN2-luciferase splicing reporter, luminescence, 30-36 h; Potency, µM (doses to about 46.1 µM), inactives show at the highest dose activity change, positive = activation, hits mostly activators; AID 1458, 2008; further: % of control where 0% means no effect; nearly all actives have a fitted effect of over 55% in size
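qHTS luciferase splicing reporter: luminescence rises when SMN2 exon 7 is included in transfected HEK293 cells. Compound exposure lasted 30-36 h at 37C, with 4.5 mM final sodium butyrate as control, followed by a ONE-Glo read.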
Lamin A splicing – qHTS Assay for Modulators of Lamin A Splicing; Potency, µM (highest dose often 46.1 µM), inactives show at the top dose ratio change, negative = inhibition, hits mostly inhibitors; AID 1487, 2009; 200,000 tested, 0.01% active; HeLa LMNA splicing GFP/RFP minigene ratio, 48 h; active means well fitted inhibition curve with a large enough effect in the signal ratio, with a control signal flat, not every such curve was filed as active; inconclusive means small, poorly fitted or top-dose-only effect, or effect the other way, or a change in a side signal; the % refers to the signal ratio; further: on the % scale 0 is the no-effect control and ±100 the full control effect
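S3 HeLa cells stably expressing lamin A-EGFP splicing minigene plus DsRed2, 600 cells/well, 48 h compound exposure at 37C. Laser-scanning cytometry; analysed as GFP (500-530 nm)/RFP (575-640 nm) total intensity ratio; 0.5% DMSO vehicle.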
TRb SRC2 PPI – qHTS for Inhibitors of the Interaction of Thyroid Hormone Receptor and Steroid Receptor Coregulator 2; Thyroid hormone receptor beta (Homo sapiens), P10828; TRbeta-SRC2 peptide binding, fluorescence polarization; receptor liganded with 1 µM T3; Potency, µM (top dose mostly 106 µM), for inactives: top-dose activity change, negative = inhibition, most hits filed as inhibitors; 280,000 tested, 0.065% active; AID 1469, 2008;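 further: plate controls were bound peptide for no effect and peptide without receptor for full effect; nearly all actives have a fitted effect of over 50% in size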
Target sequence (P10828 whole entry, looked up): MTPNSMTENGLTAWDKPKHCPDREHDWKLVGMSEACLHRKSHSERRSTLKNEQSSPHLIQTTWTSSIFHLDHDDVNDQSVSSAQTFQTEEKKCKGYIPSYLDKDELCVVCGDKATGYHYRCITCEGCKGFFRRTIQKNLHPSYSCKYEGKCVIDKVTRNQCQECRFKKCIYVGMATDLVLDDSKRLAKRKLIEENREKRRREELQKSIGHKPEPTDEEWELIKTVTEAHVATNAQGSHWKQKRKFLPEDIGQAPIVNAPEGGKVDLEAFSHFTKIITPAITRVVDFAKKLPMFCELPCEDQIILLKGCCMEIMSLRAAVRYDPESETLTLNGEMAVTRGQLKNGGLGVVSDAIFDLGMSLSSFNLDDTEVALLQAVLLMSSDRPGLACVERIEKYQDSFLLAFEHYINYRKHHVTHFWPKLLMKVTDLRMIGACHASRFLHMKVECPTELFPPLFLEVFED
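TRb LBD 0.6 uM + Texas Red SRC2 peptide 20 nM, 1 uM T3, Tris buffer w/ 5% DMSO; compound pinned, 5 h RT; FP read ex 555/em 632; normalized to unbound and bound controls.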
RECQ1 helicase – qHTS Assay for Inhibitors of RecQ-Like Dna Helicase 1 (RECQ1) | ATP-dependent DNA helicase Q1 (Homo sapiens), P46063 | Potency, µM (top dose mostly 57.3 µM), for the others: at the top dose activity, negative = inhibition, actives largely listed as inhibitors | RECQ1 DNA unwinding, red fluorescence kinetic read | 240,000 tested, 0.54% active;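 further: plate controls were vehicle for no effect and no enzyme for full effect; nearly all actives have a fitted effect of over 30% in size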
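50 nM RECQ1T1 preincubated 15 min with compound in Tris pH 8.0 buffer with MgCl2, DTT, Tween-20 and 2.5 ug/ml poly(dI-dC); started with 200 nM TAMRA/BHQ-2 forked duplex and 2 mM ATP. Unwinding read as fluorescence (525/598 nm), two reads 2 h apart.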
* = called active by the depositor; i = inactive; ? = inconclusive; . = not tested or not shown; [ ] = dose if it differs, or a comment. Unless noted, the call rests on the fitted dose curve; in most records, active means well fitted curve in the direction sought with a large enough effect; inconclusive means small, poorly fitted or top-dose-only effect, or another doubt; inactive means no such curve, though single readings can be large; an effect the other way counts as inactive or inconclusive. Potency means the concentration at half of the fitted maximal effect. An excerpt, so the mix of outcomes need not match the whole.

smiles	RGS12 GoLoco inh	KDM4E inh	ALDH1A1 inh	TR SRC2 fluor cs	SMN2 splice up	Lamin A splicing	TRb SRC2 PPI	RECQ1 helicase
CCOC(=O)C1CCN(Cc2nc3ccccc3c(=O)n2-c2ccc(F)cc2)CC1	12%	0%	11%	-2%	-8%	9%	-5%	-6%
O=c1ccnc(SCn2nnc3ccccc3c2=O)[nH]1	1%	-4%	?	-3%	?	?	0%	-2%
O=c1[nH]c(SCc2ccc(F)cc2)nc2c1cnn2-c1ccc(F)cc1	1%	-7%	1%	-1%	-9%	0%	0%	-13%
Nc1ccc(Cc2ccc(N)c(O)c2)cc1O	-21%	?	0%	-4%	5%	.	-13%	-7%
COc1ccc([N+](=O)[O-])cc1N(CC(=O)NC1CCCC1)S(C)(=O)=O	11%	5%	6%	-1%	-1%	7%[46 µM]	5%	i
Cc1nc(NC(=O)c2ccccc2)sc1-c1csc(NCc2ccco2)n1	37%[activator]	-15%	?	-2%	-11%	28%	15%	-6%
CCOC(=O)C1=C(C)NC(=O)NC1c1cc(C)sc1C (stereo not given)	6%	-1%	5%	-3%	?	15%	-9%	-6%
CC(C)N(C(=S)Nc1cccc(C(F)(F)F)c1)C(C)c1ccccn1 (stereo not given)	7%	7%	2%	-1%	-5%	21%[46 µM]	-1%	-16%
COc1ccc2[nH]c(=O)c(CN(Cc3cccs3)C(=S)Nc3cccc(C)c3)cc2c1	7%	0%	?	?	-44%[inhibitor]	-12%	-13%	-8%
CCOc1ccc(C2c3[nH]c4ccccc4c3CCN2Cc2cccn2-c2ncccn2)cc1 (stereo not given)	9%	?	.	-5%	.	.	2%	-16%
CN(C)NC(=S)NC(=O)C12CC3CC(CC(C3)C1)C2	5%	-2%	28µM*	0%	-6%	?	-3%	8%
COC(=O)C1=C(C)NC(=O)CC1c1ccccc1 (stereo not given)	3%	4%	1%	3%	2%	-3%	-1%	-2%
CN(C)C(=O)Cn1c(SCC(=O)N2CCCc3ccccc32)nc2ccccc21	-5%	9%	?	1%	-14%	11%	7%	-5%
COc1cc2ccccc2cc1C(=O)Nc1ccc(N2CCN(C)CC2)cc1	4%	0%	8%	-5%	50%	-29%	-16%	-1%
O=C1CSC(c2ccccc2)N1c1cccnc1 (stereo not given)	-1%	1%	4%	-7%	.	.	-5%	2%
O=C(NCCNC(=O)C1CC2CCC1C2)C1CC2CCC1C2 (stereo not given)	15%	-15%	6%	-1%	21%	5%	-14%	-1%
O=C(O)C1CC=CCC1C(=O)Nc1ccccc1C(=O)N1CCN(c2ccc(F)cc2)CC1 (stereo not given)	-3%	11%	10%	0%	-3%	-4%	-1%	0%
Cc1ccc(S(=O)(=O)N(CC(=O)O)c2ccc(Cl)c(C(F)(F)F)c2)cc1	15%	3%	-3%	3%	-5%	10%[46 µM]	-5%	i
CS(=O)(=O)c1ccc2nc(NC(=O)C3COc4ccccc4O3)sc2c1 (stereo not given)	.	-9%	?	-3%	.	-7%	-1%	-5%
O=C1CN(C(=O)COC(=O)Cc2ccsc2)c2ccccc2N1	8%	0%	-7%	1%	40%	6%	-2%	10%

Quoted from the listing, 10 compounds:
smiles	RGS12 GoLoco inh	KDM4E inh	ALDH1A1 inh	TR SRC2 fluor cs	SMN2 splice up	Lamin A splicing	TRb SRC2 PPI	RECQ1 helicase
CN(C)NC(=S)NC(=O)C12CC3CC(CC(C3)C1)C2	5%	-2%	28µM*	0%	-6%	?	-3%	8%
COC(=O)C1=C(C)NC(=O)CC1c1ccccc1 (stereo not given)	3%	4%	1%	3%	2%	-3%	-1%	-2%
CN(C)C(=O)Cn1c(SCC(=O)N2CCCc3ccccc32)nc2ccccc21	-5%	9%	?	1%	-14%	11%	7%	-5%
COc1cc2ccccc2cc1C(=O)Nc1ccc(N2CCN(C)CC2)cc1	4%	0%	8%	-5%	50%	-29%	-16%	-1%
O=C1CSC(c2ccccc2)N1c1cccnc1 (stereo not given)	-1%	1%	4%	-7%	.	.	-5%	2%
O=C(NCCNC(=O)C1CC2CCC1C2)C1CC2CCC1C2 (stereo not given)	15%	-15%	6%	-1%	21%	5%	-14%	-1%
O=C(O)C1CC=CCC1C(=O)Nc1ccccc1C(=O)N1CCN(c2ccc(F)cc2)CC1 (stereo not given)	-3%	11%	10%	0%	-3%	-4%	-1%	0%
Cc1ccc(S(=O)(=O)N(CC(=O)O)c2ccc(Cl)c(C(F)(F)F)c2)cc1	15%	3%	-3%	3%	-5%	10%[46 µM]	-5%	i
CS(=O)(=O)c1ccc2nc(NC(=O)C3COc4ccccc4O3)sc2c1 (stereo not given)	.	-9%	?	-3%	.	-7%	-1%	-5%
O=C1CN(C(=O)COC(=O)Cc2ccsc2)c2ccccc2N1	8%	0%	-7%	1%	40%	6%	-2%	10%

Going on with the list.
smiles	RGS12 GoLoco inh	KDM4E inh	ALDH1A1 inh	TR SRC2 fluor cs	SMN2 splice up	Lamin A splicing	TRb SRC2 PPI	RECQ1 helicase
CC(C)=CCOc1cc2oc(=O)ccc2cc1O	-2%	?	?	-2%	4%	.	-6%	-6%
Cc1ccsc1-c1nc(CSCC(=O)NCc2ccc3c(c2)OCO3)c(C)o1	44%[activator]	?	?	-2%	-54%[inhibitor]	-2%	-6%	-6%
O=S(=O)(c1cccc(-c2nnc(-c3ccc(Br)cc3)o2)c1)N1CCCCCC1	8%	-4%	0%	1%	-30%[inhibitor]	-4%	-5%	5%
O=C(NCc1cccnc1)Nc1cccc(NC(=O)NCc2cccnc2)c1F	1%	-2%	.	-4%	.	.	-1%	0%
O=C(COC(=O)c1ccccc1)NCCC1=CCCCC1	5%	-4%	-5%	-1%	-5%	.	8%	-3%
O=C(Cc1ccccc1)Nc1c2c(nn1-c1cccc(Cl)c1)CS(=O)(=O)C2	11%	4%	-10%	-2%	-15%	-7%	-3%	-6%
N#Cc1ccc(CN2CC3(CCN(C(=O)c4ccco4)CC3)C2)cc1	-6%	.	-10%	.	-9%	.	.	-8%
CC(=O)Nc1ccc(S(=O)(=O)NC(C)C(=O)NC(C)c2ccccc2)cc1 (stereo not given)	13%	2%	-11%	0%	11%	-6%[46 µM]	5%	-3%
CN(C)c1nc(Nc2ccccc2)nc(Oc2ccc(=O)[nH]n2)n1	-13%	-5%	-10%	-2%	-8%	-8%	-4%	-3%
NC(=O)CN1C(=O)/C(=c2\sc3nc(=O)c(Cc4ccccc4)nn3c2=O)c2ccccc21	-6%	-6%	.	-5%	.	.	-10%	-4%
Cc1cc(C)c2c(N)c(C(=O)NN)sc2n1	5%	?	.	-6%	.	.	-9%	-17%
O=c1c(CCc2ccccc2)nc2cnc(N3CCNCC3)nc2n1Cc1ccc(F)cc1	3%	.	?	.	-88%[inhibitor]	.	.	0%
Cc1cc(C)n(CC(=O)n2nc(C)cc2C)n1	67%[activator]	-4%	17%	-1%	13%	0%	-4%	-6%
O=C(O)/C=C/C(=O)Nc1cccnc1	-16%	?	?	-1%	9%	-9%	-3%	0%
COc1ccc(C(NC(=O)c2ccc(F)cc2)c2ccccc2)cc1 (stereo not given)	.	-3%	22µM*	-1%	.	-10%	2%	-3%
COc1cc([N+](=O)[O-])ccc1NC(=O)/C=C\C(=O)O	0%	2%	-16%	-4%	8%	26%[46 µM]	2%	i
O=S(=O)(NCCCc1ccccc1)c1ccccc1	0%	-3%	?	1%	-8%	3%	1%	-4%
O=[N+]([O-])c1cccc(/C=N/Nc2ccccn2)c1	3%	2%	5%	0%	11µM*	.	-1%	-4%
COC(=O)CCC(=O)c1oc2ccc(Br)cc2c1N	1%	?	-3%	-2%	11%	-8%	1%	-2%
CCCN=C(C)C1=C(O)c2ccccc2C1=O	-10%	0%	?	-6%	13µM*	3%	-2%	-11%
Cc1ccccc1OCCN1CCC(Cc2ccccc2)CC1	7%	?	-20%	-3%	-12%	-21%[46 µM]	-1%	-5%
Cc1cc(C(=O)CC#N)c(C)n1-c1ccc(OC(F)F)cc1	10%	-6%	8%	-1%	-43%[inhibitor]	?	-3%	-15%
Cc1c(N=Cc2ccco2)c(=O)n(-c2ccccc2)n1C	7%	-1%	-4%	1%	-3%	2%	-21%	-12%
O=C(C1=C[C@H](C2CC2)C[C@H](OCCCCO)O1)N1CCOCC1	-2%	-12%	?	-2%	.	.	-9%	-3%
COc1cccc(NS(=O)(=O)c2nc3nc(C)cc(C)n3n2)c1	6%	-2%	7%	0%	0%	-2%	0%	-12%
Cc1cc(C(=O)COC(=O)Cc2n[nH]c(=O)c3ccccc23)c(C)n1-c1ccc2c(c1)OCO2	10%	1%	-4%	1%	-51%[inhibitor]	?	3%	-8%
Cc1cc[n+](-c2ccccc2)c2ccccc12	8%	-6%	-5%	1%	-71%[inhibitor]	-9%[46 µM]	11%	0%
CC1CCN(C(=O)Cn2ncc3c4ccccc4n(C)c3c2=O)CC1	9%	?	.	0%	.	.	-3%	4%
